Source: PubChem (several laboratories)
ASAP1 GAP inh – inhibitors of human ASAP1 ArfGAP activity, primary screen, biochemical, fluorescence polarization; ASAP1-stimulated ARF1 GTP hydrolysis, GDP FP detection; inhibition, % at 16.5 µM; 360,000 compounds, 0.19% hits; in the data active = inhibition above about 25%;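 note: 0% = vehicle with enzyme and substrate and 100% = no enzyme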
Target sequence (Q9ULH1 325-724 limits assumed): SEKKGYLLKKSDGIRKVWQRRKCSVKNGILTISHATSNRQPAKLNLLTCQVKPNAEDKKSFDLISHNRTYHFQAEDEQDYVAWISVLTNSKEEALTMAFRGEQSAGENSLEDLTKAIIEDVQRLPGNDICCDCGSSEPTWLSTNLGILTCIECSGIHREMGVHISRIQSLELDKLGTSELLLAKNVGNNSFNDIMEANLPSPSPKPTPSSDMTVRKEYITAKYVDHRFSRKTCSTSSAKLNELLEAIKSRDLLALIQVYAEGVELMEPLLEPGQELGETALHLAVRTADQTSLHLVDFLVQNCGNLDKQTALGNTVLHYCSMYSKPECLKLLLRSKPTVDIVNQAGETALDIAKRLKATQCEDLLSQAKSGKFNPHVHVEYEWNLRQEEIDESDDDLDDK
UHRF1 binding – UHRF1 methylated DNA binding inhibitors, primary screen, counter-screen for MBD2 inhibitor project, biochemical, TR-FRET, human UHRF1, single concentration; E3 ubiquitin-protein ligase UHRF1 (Homo sapiens), Q96T88; inhibition, % at 4.4 µM; 370,000 compounds, 0.75% hits; UHRF1 binding to methylated oligo; AID 687016, 2013; in the data active = inhibition above about 21%;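 note: UHRF1 SRA domain binding a hemimethylated CpG hairpin DNA probe; 0% = median of test compound wells and 100% = reference inhibitor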
HGIII-sPLA2 inh – human group III sPLA2 inhibitors, primary screen, biochemical, QFRET, BODIPY PC-A2 liposome substrate. Group 3 secretory phospholipase A2 (Homo sapiens), Q9NZ20. 370,000 compounds, 0.56% hits. QFRET BODIPY PC-A2 liposome hydrolysis, fluorescence. AID 743126, 2013. inhibition, % at 12.2 µM;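 active = inhibition above mean plus 3 SD of compounds lying within the high and low control bounds, cut at about 19% in these data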;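 note: 0% = median of test compound wells and 100% = no enzyme DMSO wells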
PLCb3 inh – human PLC-beta3 inhibitors, primary screen, biochemical, fluorescence; Purified PLC-beta3, fluorogenic substrate; inhibition, % at 12.2 µM; 370,000 compounds, 0.18% hits; in the data active = inhibition above about 11%;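 note: 0% = median of compound wells on plate and 100% = full blocker control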
proKLK7 act – proKLK7 zymogen activators, primary screen, biochemical, fluorescence intensity. Kallikrein-7 (Homo sapiens), P49862. purified proKLK7, EDANS-DABCYL substrate fluorescence; 100% is mature enzyme control, 0% vehicle. activation, % at 7 µM. 370,000 compounds, 0.9% hits. AID 652039, 2013;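 active = activation above the mean of all tested compounds plus 3 SD, computed per campaign excluding outliers beyond control limits, cut at about 13% in these data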
Rev-erbA mod – modulators of Rev-erb alpha DNA binding, primary screen, biochemical, FITC-DNA, fluorescence polarization, uHTS; Nuclear receptor subfamily 1 group D member 1 (Homo sapiens), P20393; Rev-erbα–FITC-DNA binding, 90 min; activity, % at 10 µM; 370,000 compounds, 0.79% hits; AID 1259318, 2017;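 active = activity above about 14%, limit read from the data; passing the limit was not always enough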;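 note: 0% = DMSO wells with 35 nM protein and 100% = DMSO wells with 750 nM protein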
DDE Tn7 FP inh – inhibitors of Tn7 peptide binding to fibrin DD(E), primary screen, biochemical, fluorescence polarization, human fibrin, Tn7 probe | Fibrinogen beta chain (Homo sapiens), P02675 | FP displacement of FITC-Tn7 peptide from fibrin DD(E); 0% = median of compound wells per plate | inhibition, % at 8.3 µM | 370,000 compounds, 0.13% hits | AID 720508, 2013;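 active = inhibition above the mean of compounds falling within the control limits plus 3 SD of them, cut at about 14% in these data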;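 note: 0% = plate median of compound wells and 100% = 10 µM Aha-Tn7 peptide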
Target sequence (P02675 whole entry, looked up): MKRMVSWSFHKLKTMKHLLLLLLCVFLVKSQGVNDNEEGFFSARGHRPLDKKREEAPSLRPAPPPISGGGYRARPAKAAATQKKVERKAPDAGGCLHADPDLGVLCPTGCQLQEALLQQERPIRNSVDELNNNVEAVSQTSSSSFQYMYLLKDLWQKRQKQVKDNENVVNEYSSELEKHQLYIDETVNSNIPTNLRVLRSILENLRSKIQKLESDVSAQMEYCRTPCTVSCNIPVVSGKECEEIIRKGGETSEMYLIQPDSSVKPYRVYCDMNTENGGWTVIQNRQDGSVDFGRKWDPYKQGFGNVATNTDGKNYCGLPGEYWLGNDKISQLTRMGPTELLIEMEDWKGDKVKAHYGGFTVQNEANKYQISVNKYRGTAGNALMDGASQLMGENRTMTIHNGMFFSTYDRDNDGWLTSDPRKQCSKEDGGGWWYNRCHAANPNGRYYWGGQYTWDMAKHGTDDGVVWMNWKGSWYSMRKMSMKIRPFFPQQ
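Assay system: Human fibrin DD(E) protein | Medium: Tris buffer with calcium and detergent, pH 7.8 | Reagent: 0.1 µM fluorescent Tn7 | Compound dosing: Single point at 8.3 µM | Times: 10 min preincubation, 3 h with tracer, room temperature | Detection: Fluorescence polarization of the labelled Tn7 tracer | Controls: Aha-Tn7 high control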
PLCg1 inh – PLC-gamma1 enzyme inhibitors, primary screen, biochemical, fluorescence, purified enzyme; 1-phosphatidylinositol 4,5-bisphosphate phosphodiesterase gamma-1 (Homo sapiens), P19174; fluorogenic substrate; inhibition, % at 12.2 µM; 370,000 compounds, 0.84% hits; in the data active = inhibition above about 9.5%
ARFGAP1 inh – inhibitors of rat ARFGAP1 GAP activity, primary screen, biochemical, fluorescence polarization, GDP tracer; 360,000 compounds, 0.26% hits; inhibition, % at 16.5 µM; ADP-ribosylation factor GTPase-activating protein 1 (Rattus norvegicus), Q62848; Arfgap1-stimulated ARF1 GTP hydrolysis, GDP FP detection;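 active = inhibition above a per-plate limit, mean inhibition of low control wells plus 3 SD, cut at about 25% in these data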;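 note: 0% = DMSO wells with enzyme and 100% = wells lacking Arfgap1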
Target sequence (Q62848 1-136 limits assumed): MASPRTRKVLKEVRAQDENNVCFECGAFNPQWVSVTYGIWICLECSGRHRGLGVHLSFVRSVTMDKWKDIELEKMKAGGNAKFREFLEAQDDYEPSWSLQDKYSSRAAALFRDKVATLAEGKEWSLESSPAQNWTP
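Material: truncated rat Arfgap1 GAP domain; Incubation: compound-enzyme preincubation 20 min, reaction 120 min, detection 60 min, 25 °C; Read-out: percent inhibition of Arfgap1-stimulated GTP hydrolysis; Technique: FP, GDP Alexa 633 tracer displaced from anti-GDP antibody, 620/688 nm; Controls: No-Arfgap1 wells (100%) versus DMSO full-reaction wells (0%); Replication: single well per compound.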
Tn6 DDE FP – inhibitors of Tn6 peptide binding to fibrin DD(E), primary screen, biochemical, fluorescence polarization, human fibrin, Tn6 probe; Fibrinogen beta chain (Homo sapiens), P02675; Fibrin DD(E) TRITC-Tn6 fluorescence polarization displacement; inhibition, % at 8.3 µM; 370,000 compounds, 0.21% hits;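 active = inhibition above a per-campaign cutoff: mean of compounds within control limits plus 3 SD, cut at about 15% in these data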;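 note: 0% = median of all compound wells on the plate and 100% = blocking peptide control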
The depositor's hits bear a star; x = not tested or not shown.

1) Cc1ccc2cc(CN(c3ccccc3)S(=O)(=O)c3ccccc3)c(=O)[nH]c2c1
2) O=C(COc1ccc(S(=O)(=O)Nc2ccccc2)cc1)NCc1cccnc1
3) O=C(O)c1cccc(-c2nc3ccccc3[nH]2)c1
4) COc1ccccc1-c1cccc2c3c([nH]c12)[C@@H]1C[C@H]2[C@@H](C(=O)N1CC3)[C@H](C)ON2C
5) CCCOC(=O)CSc1nc(N)c(C#N)c(-c2ccco2)c1C#N
6) COC(=O)CC1N(S(=O)(=O)c2ccc(C)cc2)c2ccccc2C1(C(=O)OC)C(=O)OC (stereo not given)
7) Cc1ccccc1N(CC(=O)N/N=C/c1ccc(Cl)cc1)C(=O)c1ccccc1
8) Cc1cnc(C(=O)OCC(=O)c2cc(C)n(CCc3ccc(F)cc3)c2C)cn1
9) CC[C@@]1(C(=O)OC)N[C@H](CN(C)C(=O)Nc2ccc(Cl)cc2)[C@@H]2C(=O)N(Cc3ccccc3)C(=O)[C@@H]21
10) O=C(Nc1ccccc1)c1cc(S(=O)(=O)NCc2ccncc2)ccc1Cl
entry no.	1	2	3	4	5	6	7	8	9	10
ASAP1 GAP inh	1	-2	-13	1	6	-3	-3	7	13	1
UHRF1 binding	1	-2	3	-1	-2	0	-3	0	0	10
HGIII-sPLA2 inh	-11	-4	10	-14	-12	7	-6	2	5	-4
PLCb3 inh	-11	0	-12	-73	-83	-2	0	3	-1	-8
proKLK7 act	0.5	0.1	1.2	0.1	-0.6	-0.2	0.1	0.7	0.5	0.6
Rev-erbA mod	31*	1	-7	-4	-2	-2	-7	-12	-2	2
DDE Tn7 FP inh	0	-2	-1	9	0	7	-8	-4	1	-3
PLCg1 inh	-2	2	-5	-54	-55	2	2	1	0	0
ARFGAP1 inh	-4	-2	-14	-10	10	-1	6	12	2	16
Tn6 DDE FP	7	5	-7	3	-5	2	1	1	-1	3

Some of the entries so far, with two lines to a compound.
Order of values: ASAP1 GAP inh, UHRF1 binding, HGIII-sPLA2 inh, PLCb3 inh, proKLK7 act, Rev-erbA mod, DDE Tn7 FP inh, PLCg1 inh, ARFGAP1 inh, Tn6 DDE FP
5. CCCOC(=O)CSc1nc(N)c(C#N)c(-c2ccco2)c1C#N
  6, -2, -12, -83, -0.6, -2, 0, -55, 10, -5
9. CC[C@@]1(C(=O)OC)N[C@H](CN(C)C(=O)Nc2ccc(Cl)cc2)[C@@H]2C(=O)N(Cc3ccccc3)C(=O)[C@@H]21
  13, 0, 5, -1, 0.5, -2, 1, 0, 2, -1

The listing continues.
11) COc1cc([N+](=O)[O-])ccc1-c1ccc(/C=N/NC(=O)OC(C)(C)C)o1
12) CC(NC(=O)Cc1cccs1)C(c1cccs1)N1CCN(c2ccccc2)CC1 (stereo not given)
13) COc1ccc(C(c2ccc(OC)cc2)N2CCN(C(=O)c3noc(C)c3[N+](=O)[O-])CC2)cc1
14) CCN1C(=O)C(O)(C2COC(C)(C)CC2=O)c2cc(Br)ccc21 (stereo not given)
15) O=[N+]([O-])c1ccc(C(S(=O)(=O)Cc2ccccc2)S(=O)(=O)Cc2ccccc2)cc1
16) Cc1ccc(Nc2c([N+](=O)[O-])c(=O)n(C)c3ccccc23)cc1C
17) CCCCN(CC)CCNC(=O)Cn1cnc2sc(C)c(S(=O)(=O)N3CCC(C)CC3)c2c1=O
18) Cc1c2n(c3ccccc13)CCN(C)C2
19) C=CC[C@@H](CC(=O)N[C@@H](CO)Cc1ccccc1)C(=O)N[C@H](COC(=O)[C@H](CC=C)CC(=O)OC(C)(C)C)Cc1c[nH]c2ccccc12
20) Fc1ccc(-n2nnc(-c3cccnc3)n2)cc1
entry no.	11	12	13	14	15	16	17	18	19	20
ASAP1 GAP inh	-12	0	x	-5	1	-10	5	-5	7	3
UHRF1 binding	2	-2	-1	-2	3	-5	0	-1	1	-5
HGIII-sPLA2 inh	6	-2	-49	-1	0	5	4	0	-68	3
PLCb3 inh	-26	-1	2	-1	-1	-2	-5	-158	3	8
proKLK7 act	0.0	0.1	x	0.1	0.1	0.1	0.2	0.7	0.7	-0.5
Rev-erbA mod	6	6	-5	8	-9	1	-5	4	4	5
DDE Tn7 FP inh	3	-4	-2	-5	-9	3	7	4	2	0
PLCg1 inh	-16	1	4	-32	4	-2	3	-120	6	4
ARFGAP1 inh	10	5	x	-4	3	-12	8	-2	3	-2
Tn6 DDE FP	-4	2	-4	4	-7	-8	-5	-4	2	-2

21) O=[N+]([O-])c1cccc(-c2nnc(C3CC3)o2)c1
22) CC(C)[C@@H](C(=O)O)N(Cc1cccc(CN([C@H](C(=O)O)C(C)C)S(C)(=O)=O)c1)S(C)(=O)=O
23) Cc1cccc(NC(=O)c2ccco2)c1C
24) Cc1cc(C)c(C)c(S(=O)(=O)NCC(=O)O)c1C
25) O=C(CCl)Nc1ccc(S(=O)(=O)NC2=NCCCCC2)cc1
26) CCN(c1ccccc1)S(=O)(=O)c1ccc(Oc2ccc([N+](=O)[O-])cc2)nc1
27) Cc1ccc(CN2C(=O)COc3cc(NS(C)(=O)=O)ccc32)cc1
28) CCOc1ccc2nc(NC(=O)Nc3ccccc3)sc2c1
29) Clc1ccc(CN2CCN(c3ncnc4scc(-c5cccs5)c34)CC2)cc1
30) CN(C(=O)c1ccc(NC(=O)Cc2ccc(NC(=O)C3CCCN(C(=O)C4CCC4)C3)cc2)cc1)C1CC1 (stereo not given)
entry no.	21	22	23	24	25	26	27	28	29	30
ASAP1 GAP inh	2	-2	0	-4	-10	3	17	-1	1	18
UHRF1 binding	-4	2	19	1	4	-1	1	0	2	-2
HGIII-sPLA2 inh	0	13	3	6	-7	-1	-7	-8	-12	0
PLCb3 inh	-8	1	-6	0	3	2	-4	2	-3	4
proKLK7 act	0.0	0.1	-0.2	-0.3	-0.5	0.5	0.3	-0.5	-1.0	0.6
Rev-erbA mod	3	-6	-8	-3	1	4	3	-6	1	3
DDE Tn7 FP inh	-8	0	4	0	-9	13	4	10	3	-1
PLCg1 inh	3	1	-2	2	4	3	0	2	0	1
ARFGAP1 inh	-3	3	0	-7	-6	7	-13	2	-11	-7
Tn6 DDE FP	0	4	3	4	-1	5	9	1	11	2

Printed as active in Rev-erbA mod (from the list above):
#	Structure	ASAP1 GAP inh	HGIII-sPLA2 inh	PLCb3 inh	proKLK7 act	Rev-erbA mod	DDE Tn7 FP inh	PLCg1 inh	ARFGAP1 inh	Tn6 DDE FP
1	Cc1ccc2cc(CN(c3ccccc3)S(=O)(=O)c3ccccc3)c(=O)[nH]c2c1	1	-11	-11	0.5	31*	0	-2	-4	7

The list goes on:
31) Cc1c(F)cccc1NS(=O)(=O)c1ccc2c(c1)c(C)cc(=O)n2C
32) CC(=O)c1cccc(NC(=O)COc2ccccc2C(=O)c2cc(C#N)c(=O)n(C3CCCCC3)c2)c1
33) Cc1cc(NC(=O)Cc2ccsc2)ccc1Br
34) O=C(Cc1ccccc1[N+](=O)[O-])Nc1ccc2c(c1)OCO2
35) CC(=O)N1N=C(c2cccs2)CC1c1ccc(C)o1 (stereo not given)
36) COc1ccccc1C(CNC(=O)c1ccc(C)c(S(=O)(=O)N2CCCCC2)c1)N1CCCC1 (stereo not given)
37) Cc1ccc(SCCCCN2CCNCC2)cc1
38) CCOC(=O)c1ccc(N2C(=O)CC(N3CCC(Nc4ccc(F)cc4)CC3)C2=O)cc1 (stereo not given)
39) COc1ccc(OC)c2[nH]c(=O)c(CCNS(=O)(=O)c3ccccc3)cc12
40) COC(=O)c1c(-c2c(Cl)cccc2Cl)noc1C(=O)NNC(=O)N(C)C
entry no.	31	32	33	34	35	36	37	38	39	40
ASAP1 GAP inh	-2	12	-10	-12	-1	-4	-15	5	-4	4
UHRF1 binding	-2	3	-1	2	4	9	-2	-6	1	1
HGIII-sPLA2 inh	-5	0	-6	4	-10	2	2	-1	-1	0
PLCb3 inh	-2	-6	-3	-9	-5	-11	4	2	-76	1
proKLK7 act	-0.5	-0.2	-0.2	-0.5	-0.1	-0.7	-0.1	0.3	1.0	0.0
Rev-erbA mod	-1	0	-2	-4	5	1	1	-3	-1	5
DDE Tn7 FP inh	6	-2	-1	2	5	-5	-5	0	4	-2
PLCg1 inh	2	-5	2	1	-4	2	4	-2	-51	9.8*
ARFGAP1 inh	-11	16	-9	11	1	0	-1	4	-3	-4
Tn6 DDE FP	0	-1	1	-1	0	-2	1	-6	10	6

41) Cc1cccc(C)c1NC(=O)C(c1ccc(-c2ccccc2)cc1)n1c(=O)c(-c2ccco2)nc2ccccc21 (stereo not given)
42) CC(=O)C1CCC2C3CC(C)C4(O)CC(=O)CCC4(C)C3C(O)CC12C (stereo not given)
43) CN(C)C=NC(=O)c1cc(C(=O)c2ccccc2)c[nH]1
44) Cc1ccc(-n2nc(C)c3c2OC(N)=C(C#N)C3c2ccoc2)cc1 (stereo not given)
45) C/C(=N\NC(=O)CC#N)C1COc2ccccc2O1 (stereo not given)
46) COC(=O)c1cc2sc(Cl)cc2n1Cc1nc(-c2ccccc2)oc1C
entry no.	41	42	43	44	45	46
ASAP1 GAP inh	19	-16	-10	7	-1	-5
UHRF1 binding	1	1	-1	-4	-4	3
HGIII-sPLA2 inh	20*	7	-3	1	-15	9
PLCb3 inh	-34	1	2	-4	-2	3
proKLK7 act	-0.6	-0.3	0.0	0.1	0.6	-0.2
Rev-erbA mod	8	4	1	3	-2	-4
DDE Tn7 FP inh	1	4	0	4	3	3
PLCg1 inh	-16	1	0	-2	0	3
ARFGAP1 inh	-2	-2	3	-2	9	11
Tn6 DDE FP	6	6	0	-3	1	-8

Profiles as entered above. Order of values: ASAP1 GAP inh, UHRF1 binding, HGIII-sPLA2 inh, PLCb3 inh, proKLK7 act, Rev-erbA mod, DDE Tn7 FP inh, PLCg1 inh, ARFGAP1 inh, Tn6 DDE FP
Profile of Clc1ccc(CN2CCN(c3ncnc4scc(-c5cccs5)c34)CC2)cc1 → 1, 2, -12, -3, -1.0, 1, 3, 0, -11, 11
Profile of O=[N+]([O-])c1cccc(-c2nnc(C3CC3)o2)c1 → 2, -4, 0, -8, 0.0, 3, -8, 3, -3, 0
